Assay outcomes deposited in PubChem BioAssay by The Scripps Research Institute Molecular Screening Center.
FBW7 act = activators of human E3 ligase FBW7. AlphaScreen FBW7–phospho-cyclin E peptide binding, activator screen. normalized activity (activation), % at 26.1 µM. 650,000 compounds, 0.13% hits; in the data active = normalized activity above about 1.9%;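 also: purified mutant Fbw7 with reduced substrate affinity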
Target sequence (Q969H0 whole entry, looked up): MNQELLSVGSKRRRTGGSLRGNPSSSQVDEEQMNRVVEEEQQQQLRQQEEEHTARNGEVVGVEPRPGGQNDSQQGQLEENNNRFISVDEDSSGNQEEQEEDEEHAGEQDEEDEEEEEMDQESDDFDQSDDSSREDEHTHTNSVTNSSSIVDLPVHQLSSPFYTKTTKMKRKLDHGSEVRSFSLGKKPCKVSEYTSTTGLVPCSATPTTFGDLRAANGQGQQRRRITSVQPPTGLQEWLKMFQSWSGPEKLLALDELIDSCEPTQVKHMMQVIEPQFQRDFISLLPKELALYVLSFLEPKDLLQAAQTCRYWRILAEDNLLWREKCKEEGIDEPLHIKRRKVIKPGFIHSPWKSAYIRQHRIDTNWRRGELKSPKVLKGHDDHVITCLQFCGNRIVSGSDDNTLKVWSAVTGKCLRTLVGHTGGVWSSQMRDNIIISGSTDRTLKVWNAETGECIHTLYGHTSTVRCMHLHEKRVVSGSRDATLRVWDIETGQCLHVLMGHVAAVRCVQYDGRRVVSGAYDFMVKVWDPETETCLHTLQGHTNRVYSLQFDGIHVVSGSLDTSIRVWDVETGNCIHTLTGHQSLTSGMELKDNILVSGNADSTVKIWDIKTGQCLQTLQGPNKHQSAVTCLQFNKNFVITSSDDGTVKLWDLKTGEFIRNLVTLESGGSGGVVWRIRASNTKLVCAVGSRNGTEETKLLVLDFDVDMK
GPR151 activ = activators of human GPR151. activation, % at 11.2 µM. 650,000 compounds, 1% hits. PathHunter beta-arrestin GPR151 cells, luminescence. AID 1508602; in the data active = activation above about 4.9%;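 also: 0% = median of compound wells and 100% = cells with positive control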
MITF primary = human MITF inhibition, primary screen; O75030; AlphaScreen MITF homodimerization, bead proximity signal; inhibition, % at 2.6 µM; 650,000 compounds, 0.91% hits; in the data active = inhibition above about 50%;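 also: 0% = vehicle wells with protein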
TEAD-YAP block = TEAD-YAP interaction inhibition; inhibition, % at 9.12 µM; 640,000 compounds, 1.4% hits; AID 1259422; HEK-TIYL cells, TEAD-Gal4/YAP UAS-luciferase luminescence; in the data active = inhibition above about 32%;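 also: 0% = median of test compound wells and 100% = reference inhibitor wells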
The depositor's hits bear a star; & = joins results of further samples.

SMILES | FBW7 act | GPR151 activ | MITF primary | TEAD-YAP block
CN(CCc1ccccn1)Cc1ccccc1Br | 0.0 | 0.5 | 81* | 3
N#C/C(=C\c1ccc(N2CCCC2)o1)C(=O)Nc1ccccc1Br | 0.0 | 1.5 | 4 | -4
CNC(=O)/C(=C\c1ccc(Cl)cc1)NC(=O)c1ccccc1Br | 0.1 | -0.6 | 0 | -2
CCCCN(C)C(=O)c1sc2ncn(CC(=O)N(CC)CC)c(=O)c2c1C | 0.5 | 0.0 | -14 | -7
Cc1ccc(N=c2ssc3c2-c2cc(C)c(C)cc2NC3(C)C)cc1C | 0.0 | 2.4 | -4 | 0
O=C(Nc1cccc(-c2cn3ccccc3n2)c1)c1ccccc1Cl | 0.0 | -1.4 | 1 | -30
CC1=CC(=O)C(Br)=C/C1=N/S(=O)(=O)c1ccc(C)cc1 | -0.1 | -0.8 | 37 | 2
COc1ccc2c(c1)c(CC(=O)NCCOc1ccc(Cl)cc1)c(C)n2C(=O)c1ccc(Cl)cc1 | 0.4 | 0.8 | 17 | 4
COc1cccc(/C=C(\C#N)S(=O)(=O)c2ccccc2)c1OC | 0.1 | -0.4 | -1 | 2
CCOC(=O)Nc1nc(CC(=O)N2CCN(c3cccc(Cl)c3Cl)CC2)cs1 | -0.4 | 1.2 | -5 | 5
COC(=O)c1nc(N)sc1-c1ccc(Cl)c(Cl)c1 | 0.0 | 7.6* | 2 | -1
CC(=O)N1C(=S)NC(=O)/C1=C1/C(=O)N(CC(=O)Nc2cccc(C)c2)c2ccccc21 | 0.0 | -0.4 | 6 | 0
Cc1ccc(NC(=O)C2C3C=CC4(O3)C2C(=O)N(CCN2CCCCCC2)C4C(=O)NC2CCCC(C)C2C)cc1C (stereo not given) | -0.1 | -0.6 | -1 | 4
CCSC1=NSC2=NC(=O)/C(=C\c3ccc([N+](=O)[O-])cc3)C(=N)N12 | 0.2 | 0.0 | -4 | -8
CS(=O)(=O)N(CC(=O)Nc1cccc(Cl)c1)c1ccc(Cl)cc1 | 0.3 | -1.9 | 8 | 8
CC(=O)Oc1ccc(C(=O)Nc2ccccc2C(=O)Nc2ccc(C(=O)O)cc2)cc1 | -0.1 | 3.2 | -2 | -3
COc1ccc(OCCn2cc(/C=N/n3cnnc3)c3ccccc32)cc1 | 0.4 | -1.8 | 13 | -3
O=C(c1cccc(N(CCO)CCO)c1)N1C2CCC1CC(c1ccc(F)cc1)C2 (stereo not given) | -0.2 | 0.5 | -5 | -4
Cc1nn(CC(=O)c2cc(C)n(-c3ccc4c(c3)OCCO4)c2C)c(C)c1[N+](=O)[O-] | -0.2 | -1.6 | 8 | -5
CN(C)c1ccc(-c2nc(-c3ccccc3)c(-c3ccc(Oc4ccccc4)cc3)[nH]2)cc1 | -0.1 | -1.0 | 6 | 1
COCCOC(=O)C1=C(C)NC2=C(C(=O)CC(c3ccc(OC)c(OC)c3)C2)C1c1cc(OC)ccc1OC (stereo not given) | 0.1 | -0.4 | 7 | 10
O=C(Nc1cccc(NC(=O)c2ccc(F)cc2)c1)c1ccccc1 | -0.1 | 0.2 | -3 | 1
CC(C)(C)C(=O)COC(=O)c1ccc(Cl)c(S(=O)(=O)N2CCCCC2)c1 | 0.1 | 0.7 | 2 | -4
COc1ccc(-c2nnc(SC)n2-c2ccccc2)cc1OC | 0.1 | -0.8 | 8 | 8
CN(C)c1ccc(-c2nc3ccccc3[nH]2)cc1 | 0.2 | -10 | 21 | 96*
CCOC(=O)N1CCN(C(=O)C2c3ccccc3C(=O)N(c3ccc(OC)cc3)C2c2ccc(OC)cc2)CC1 (stereo not given) | -0.1 | 1.9 | 2 | 2
COC(=O)c1[nH]c2c(c1C)C(=O)CC(c1ccc(OC)cc1)C2 (stereo not given) | 0.2 | -0.8 | -22 | -24
Cc1ccc(CNC(=O)c2cc(S(=O)(=O)N3CCc4ccccc43)ccc2F)cc1 | 0.0 | -1.3 | -2 | -5
COc1ccc(/C=C(\NC(=O)c2ccc(C)cc2)C(=O)NCCN2CCOCC2)cc1 | 0.2 | -0.3 | -13 | 1
COC(=O)CC[C@H]1CN(Cc2ccccc2O)CC[C@H]1N1CCOCC1 | 0.0 | 0.6 | -18 | -10
CCOC(=O)CNC(=O)N1CCCC(CNC(=O)c2cccc(C(F)(F)F)c2)C1 (stereo not given) | 0.3 | 1.5 | 1 | -1
NS(=O)(=O)c1cc(O)c2ccccc2c1 | 0.0 | 0.6 | -7 | 2
Cc1csc(=NC(=O)c2ccccc2)n1CCO | 0.0 | 0.1 | 8 | -2
COc1ccc(Cl)cc1C(=O)Oc1cccc2cccnc12 | -0.1 | -0.7 | 7 | 10
CC1=C([N+](=O)[O-])C(c2ccc(Cl)cc2)NC(=O)N1 (stereo not given) | 0.0 | -0.2 | 8 | 0
CCNC(=O)Nc1cccc2c1N(C(C)=O)CC2 | 0.0 | -0.3 | 5 | 6
COc1ccc(NC(=O)CN(C)S(=O)(=O)c2ccc(F)cc2)cc1Cl | 0.7 | 2.6 | 0 | -4
O=C(Cc1cccs1)NCC12CC3CC(CC(C3)C1)C2 | -0.1 | 0.2 | -21 | 4
CC1(C)Cc2c(c(N3CCOCC3)nc3sc4c(N5CCCCC5)nnnc4c23)CO1 | 0.0 | -0.4 | 16 | -1
Cc1sc(C(N)=O)cc1[N+](=O)[O-] | 0.0 | 1.6 | 3 | -1

Part of the list above, with each value named.
> N#C/C(=C\c1ccc(N2CCCC2)o1)C(=O)Nc1ccccc1Br
  FBW7 act: 0.0
  GPR151 activ: 1.5
  MITF primary: 4
  TEAD-YAP block: -4
> CNC(=O)/C(=C\c1ccc(Cl)cc1)NC(=O)c1ccccc1Br
  FBW7 act: 0.1
  GPR151 activ: -0.6
  MITF primary: 0
  TEAD-YAP block: -2
> CCCCN(C)C(=O)c1sc2ncn(CC(=O)N(CC)CC)c(=O)c2c1C
  FBW7 act: 0.5
  GPR151 activ: 0.0
  MITF primary: -14
  TEAD-YAP block: -7

Remaining list, next part
SMILES | FBW7 act | GPR151 activ | MITF primary | TEAD-YAP block
CCOc1cccc(CNc2ccc(F)c(F)c2)c1O | 0.0 | 0.6 | 20 | -4
Cc1cc(F)ccc1S(=O)(=O)ON1C(=O)c2ccccc2C1=O | 0.3 | -0.4 | 5 | -12
CC1CCCC(NC(=O)COC(=O)CCSc2ccccc2)C1C (stereo not given) | 0.2 | 4.3 | -4 | 1
COc1cccc(NC(=O)CSc2nc3ccccc3c3nc(CCc4c[nH]c5ccccc45)nn23)c1 | -0.1 | -1.3 | 1 | -4
O=C(Nc1ccc(F)cc1)c1ccccc1C(F)(F)F | 0.5 | 0.8 | 19 | 11
Cc1ccc(NC(=O)CSC2=C(C#N)C(c3ccco3)C3=C(CCCC3=O)N2)c(C)c1 (stereo not given) | -1.1 | -0.1 | 2 | -6
O=C(Nc1cc(Cl)ccc1O)c1cccs1 | 0.5 | -1.0 | 7 | -6
CC(C)(C)c1ccc(OCCCC(=O)Nc2ccc3c(c2)OCCO3)cc1 | 0.1 | -0.7 | -11 | 1
Cc1ccc(Cl)cc1Nc1cc(N2CCOCC2)c2nonc2c1[N+](=O)[O-] | -0.1 | 3.9 | -1 | -2
CCOc1cc(CN2CCN(Cc3c[nH]c4ccccc34)CC2)ccc1OC | 0.0 | 0.6 | 60* | 15
CCOc1ccc(C(=O)Nc2c3c(nn2-c2cccc(C)c2C)CS(=O)(=O)C3)cc1 | 0.1 | -0.5 | 1 | 6
Cc1ccc(NC(=O)Nc2ccc3c(c2)N(C)C(=O)C(C)(C)CO3)cc1 | 0.2 | -1.1 | 9 | -2
CCOc1ccc(-c2noc(C3CC(=O)N(c4ccc(C)cc4)C3)n2)cc1 (stereo not given) | 0.0 | 3.6 | -2 | 1
CC1=Nc2c(N=Nc3ccccc3)c(N)nn2C(=O)C1 | -0.1 | -7.0 | -8 | 8
Cc1ccc(-c2csc3ncc(C(=O)NCCO)c(=O)n23)cc1 | 0.2 | -0.1 | 1 | 3
O=C(COc1ccc2ccccc2c1)Nc1ccc2nn(-c3ccccc3)nc2c1 | 0.0 | -0.3 | 8 | -1
C#CC(C)(C)N1CCC(O)(c2ccccc2)C(C)C1 (stereo not given) | 0.1 | 0.1 | 9 | 5
COc1ccc(-n2c(=S)[nH]c3cc(C(=O)NCCc4ccc(Cl)cc4)ccc3c2=O)cc1 | 0.1 | -0.3 | 13 | 6
O=C(CCc1nnc(CCCCc2ccccc2)o1)NCCC1CCCCO1 (stereo not given) | -0.1 | -1.2 | -2 | -3
CCOC(=O)c1c(NC(=O)c2ccc(Cl)cc2)sc2c1CCCC2=O | -0.1 | 2.0 | -4 | -1
O=c1cc(CO)oc(CN2CCSCC2)c1O | 0.1 | -0.8 | 0 | 3
CCc1ccc(OCC(=O)Nc2nccs2)cc1 | 0.0 | -2.8 | 8 | 86*
COc1ccc([N+](=O)[O-])cc1CSc1nc2ccc(NC(=O)c3ccccc3C)cc2s1 | -0.1 | -1.1 | 4 | -6
CCOc1ccc(N(CC(=O)O)S(=O)(=O)c2ccc(F)cc2)cc1 | -0.1 | 2.9 | 4 | 8
Cc1cc2oc(=O)cc(CSc3n[nH]c(N)n3)c2cc1C(C)C | -0.2 | 3.1 | -3 | 7
COc1cc(OC)cc(C(=O)Nc2ccc(-c3cc4ccccc4oc3=O)cc2)c1 | 0.5 | -0.5 | 22 | -9
CCOC(=O)c1c(N)sc(C(=O)Nc2ccccc2C)c1C | -0.2 | -1.1 | -12 | -17
COc1cc(/C=N/NC(=O)CC2C(=O)NN=C2C)cc(OC)c1OC (stereo not given) | 0.5 | -2.0 | 16 | -3
COC(=O)c1ccc2c(=O)n(CCN3CCOCC3)c(SCc3csc(C)n3)nc2c1 | 0.3 | 1.4 | 30 | 3
O=C(CC1C(=O)NCCN1C/C=C/c1ccccc1)NCCCc1cccnc1 (stereo not given) | 0.1 | 0.1 | 64* | 1
Cc1cc(C)n2c(SC(C)C(=O)Nc3nc(-c4ccccc4)cs3)nnc2n1 (stereo not given) | 0.1 | 2.6 | -1 | -5
COc1ccc(CSc2nnnn2C)cc1F | 0.1 | 5.5* | 3 | -8
COCCNC(=O)CN(C1CCCCC1)S(=O)(=O)c1ccc(F)cc1 | 0.0 | -1.4 | -18 | -3
O=C(O)Cc1cc(I)c(Oc2ccc(O)c(I)c2)c(I)c1 | 0.0&0.0 | 1.2&-0.7 | -10&3 | 1
c1ccc2sc(-c3ccc(NCc4ccc5c(c4)OCO5)cc3)nc2c1 | 0.5 | 0.5 | 5 | -26
Cn1c(SCC(=O)Nc2cccc(C(=O)O)c2)nnc1-c1ccc(Cl)cc1 | -0.3 | 0.2 | -8 | -1
Cc1nc2ccc(S(=O)(=O)Nc3cccc(-c4nc5cccnc5s4)c3)cc2s1 | 0.1 | 0.2 | -21 | -1
CCCCN1CCC(COC(=O)c2cc(Cl)c(N)c3c2OCCO3)CC1 | 0.1 | -2.8 | 8 | -1
Cc1c(-c2ccc(Cl)cc2)nc2ccccc2c1C(=O)NCCN1CCOCC1 | -0.1 | -0.7 | -5 | 4
O=C(CNCc1ccc2c(c1)OCO2)NC1CC1 | -0.1 | 0.9 | 21 | 1

An excerpt from above, limited to TEAD-YAP block and MITF primary.
compound,TEAD-YAP block,MITF primary
Cc1c(-c2ccc(Cl)cc2)nc2ccccc2c1C(=O)NCCN1CCOCC1,4,-5
CCOC(=O)c1c(N)sc(C(=O)Nc2ccccc2C)c1C,-17,-12
O=C(CC1C(=O)NCCN1C/C=C/c1ccccc1)NCCCc1cccnc1 (stereo not given),1,64*
COc1cc(/C=N/NC(=O)CC2C(=O)NN=C2C)cc(OC)c1OC (stereo not given),-3,16
O=C(CNCc1ccc2c(c1)OCO2)NC1CC1,1,21
COc1cc(OC)cc(C(=O)Nc2ccc(-c3cc4ccccc4oc3=O)cc2)c1,-9,22

(next part)
SMILES | FBW7 act | GPR151 activ | MITF primary | TEAD-YAP block
O=C(Nc1ccccc1)c1cc2ccccc2oc1=Nc1cccc(C(F)(F)F)c1 | -0.2 | 0.7 | -3 | -90
O=C1c2cccnc2C(=O)N1Cc1ccc(S(=O)(=O)NCc2cccnc2)cc1 | 0.0 | -2.4 | 15 | -9
CN(C)C(=O)c1ccccc1NC(=O)c1ccccc1Cl | -0.1 | 0.7 | 5 | -14
O=C1N/C(=C/c2ccc3c(c2)OCO3)C(=O)N1Cc1ccc(Br)cc1 | 0.3 | -0.3 | -5 | 7
CC1=C(C(=O)Nc2ccc(F)c(F)c2)C(c2cccc(Cl)c2)NC(=O)N1 (stereo not given) | 0.1 | -1.2 | 10 | 6
